12-LOX inh – Primary qHTS assay for inhibitors of human arachidonate 12S-lipoxygenase (ALOX12): Round 2; Polyunsaturated fatty acid lipoxygenase ALOX12 (Homo sapiens), P18054; purified 12hLO, xylenol orange hydroperoxide absorbance; Potency, µM (titrated, usually from 108 µM), without a hit: at the top dose activity change, negative = inhibition, most hits filed as inhibitors; 1.1% of 580,000 active; AID 1671190, 2021; active means well fitted inhibition curve with a large enough effect; inconclusive means small, poorly fitted or top-dose-only effect, or another doubt; inactive means no such curve, though single readings can be large or run the other way
Target sequence (P18054 whole entry, looked up): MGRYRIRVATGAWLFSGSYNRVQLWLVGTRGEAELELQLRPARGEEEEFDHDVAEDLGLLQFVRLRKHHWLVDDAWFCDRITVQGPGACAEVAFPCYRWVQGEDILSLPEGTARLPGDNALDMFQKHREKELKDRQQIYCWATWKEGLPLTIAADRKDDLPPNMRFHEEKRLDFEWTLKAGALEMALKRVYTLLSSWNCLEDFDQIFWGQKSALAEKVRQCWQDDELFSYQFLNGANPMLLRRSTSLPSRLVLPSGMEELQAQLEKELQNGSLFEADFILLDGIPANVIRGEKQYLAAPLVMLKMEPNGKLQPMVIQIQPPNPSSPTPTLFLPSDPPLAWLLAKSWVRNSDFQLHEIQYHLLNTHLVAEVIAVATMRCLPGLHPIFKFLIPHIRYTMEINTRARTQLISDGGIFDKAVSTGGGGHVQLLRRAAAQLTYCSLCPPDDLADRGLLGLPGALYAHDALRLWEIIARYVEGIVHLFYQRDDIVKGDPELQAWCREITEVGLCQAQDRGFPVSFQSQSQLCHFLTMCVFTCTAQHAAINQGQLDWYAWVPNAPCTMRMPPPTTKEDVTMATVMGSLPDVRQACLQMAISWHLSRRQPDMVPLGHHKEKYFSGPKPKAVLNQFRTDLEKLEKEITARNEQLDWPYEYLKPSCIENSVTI
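Purified human 12hLO at 150 nM in 25 mM Hepes, 0.01% Triton X-100, pH 7.0, preincubated 15 min at room temperature with compound. Reaction started with 40 uM arachidonic acid, 30 min at room temperature. Hydroperoxide measured by Fe-xylenol orange, 573/405 nm absorbance ratio.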
An asterisk follows results filed as active; ? = inconclusive; [ ] = remark or other dose. On the % scale 0 is the no-effect control and ±100 the full control effect; potency means the concentration at half of the fitted maximal effect. These rows are one share of the data; rates above refer to the full screens.

SMILES: O=C(c1cccnc1)N1CCC2(COc3ncccc3[S+](=O)([O-])N2)C1 (stereo not given)
  12-LOX inh: -8%[6.33 µM]

SMILES: CC1=C[C@@H](CN2CCC(O)CC2)[C@H](C(C)C)C[C@H]1Cc1nnc(C(C)(C)C)o1
  12-LOX inh: 67%[activator][176 µM]

SMILES: CC(C)N1CCN(C(=O)c2cc3c(n2C)CCN(Cc2ccc(F)cc2)C3)CC1
  12-LOX inh: 46%[activator]

SMILES: COC(=O)c1ccc(NC(=O)COc2c(C)[nH]ccc2=O)cc1
  12-LOX inh: 28%

SMILES: C[S+](=O)([O-])N1CC2(Cc3ccccc31)CN(C(=O)c1ccc(C(F)(F)F)cc1)C2
  12-LOX inh: 16%

SMILES: COCC(=O)N[C@H]1CCN2C(=O)N(c3ccc(C)cc3)C(=O)[C@@H]2C1
  12-LOX inh: 29%[176 µM]

SMILES: OCC1(Cc2ccccc2)CCN(Cc2ccccc2-c2ccco2)CC1
  12-LOX inh: 12%

SMILES: CCCCN1C[C@H](c2ccccc2)[C@@H](CC(=O)NC)C1=O
  12-LOX inh: -9%

SMILES: C#CCNC(=O)c1onc(-c2ccc(OC)cc2)c1[C@H](C)O
  12-LOX inh: 16%[176 µM]

SMILES: COc1ccc(CN2CCC([C@@H]3CNC[C@H]3CO)CC2)cc1Cn1ccnc1
  12-LOX inh: 47%

SMILES: Cc1ccc(C(=O)N2CCCN(S(C)(=O)=O)c3ccccc32)c(C)c1
  12-LOX inh: 31%[activator]

SMILES: O=C(Nc1cccc(F)c1)c1ccc2ccccc2n1
  12-LOX inh: ?

SMILES: Cc1nc(CCC(=O)N2CCc3c(nc(-c4ccccc4)[nH]c3=O)C2)n[nH]1
  12-LOX inh: 31%

SMILES: COc1ccc(CC(=O)NC2CCc3nnc(C)n3CC2)cc1Cl (stereo not given)
  12-LOX inh: 76%[activator]

SMILES: COc1ccc(-c2noc([C@@H](C)NCC3CCCC3)c2C(=O)O)cc1
  12-LOX inh: ?

Overlap with the part before: 2 entries; new compounds follow.
SMILES: COc1ccc(CC(=O)NC2CCc3nnc(C)n3CC2)cc1Cl (stereo not given)
  12-LOX inh: 76%[activator]

SMILES: COc1ccc(-c2noc([C@@H](C)NCC3CCCC3)c2C(=O)O)cc1
  12-LOX inh: ?

SMILES: CCN(CC)S(=O)(=O)c1cc(N)ccc1C
  12-LOX inh: 6%

SMILES: O=C(C[C@@H]1C[C@H]2c3cc(NC(=O)NC4CCCCC4)ccc3O[C@H]2[C@H](CO)O1)NC1CCCCC1
  12-LOX inh: -12%

SMILES: O=C(NCCc1ccccn1)C1CCCN(c2nc(-c3ccccc3)nc3c2CCC3)C1 (stereo not given)
  12-LOX inh: 95%[activator]

SMILES: COc1ccc(S(=O)(=O)N[C@H]2C[C@@H](c3nc(-c4ccc5c(c4)OCO5)no3)N(C)C2)cc1
  12-LOX inh: 84%[activator]

SMILES: CCn1nc(C(=O)Nc2ccc(C)cc2)c2ccccc2c1=O
  12-LOX inh: 19%

SMILES: CC1(C(=O)NCc2ccccc2Br)CCN1Cc1ccccc1OC(F)F (stereo not given)
  12-LOX inh: 16%

SMILES: COc1cc(OC)cc(C(=O)NCCNC(=O)c2cn(C)c3ccccc23)c1
  12-LOX inh: 11%

SMILES: Cc1ccccc1OCCN(C)Cc1cc(=O)oc2c(C)c(O)ccc12
  12-LOX inh: -24%

SMILES: O=C(Cc1ccccc1)Nc1ccc([C@@H](O)[C@H]2COCC(=O)N2CC2CC2)cc1
  12-LOX inh: 6%[176 µM]

SMILES: COC(=O)c1ccc(CNC(=O)c2cc(OC)cc(OC)c2)cc1
  12-LOX inh: 26%

SMILES: CC(C)Nc1nc(-c2ccc(NC(=O)C(C)(C)C)cc2)cs1
  12-LOX inh: ?

SMILES: O=C(c1ccccc1Cl)N1CCC(c2nn(-c3ccccc3)c(=O)[nH]2)CC1
  12-LOX inh: 4%

SMILES: CCONC(=O)C(C)Sc1ccccc1 (stereo not given)
  12-LOX inh: ?

SMILES: O=C(O)C1CCc2nnc(C3CCCN([S+](=O)([O-])c4cccc(C(F)(F)F)c4)C3)n21 (stereo not given)
  12-LOX inh: 0%[6.33 µM]

SMILES: CNC(=O)c1cc(=O)n(CC(=O)Nc2ccccc2)c2ccccc12
  12-LOX inh: 5%

SMILES: COc1ccc(NS(=O)(=O)c2cccc(C(=O)N3CCOCC3)c2)cc1
  12-LOX inh: -3%

SMILES: CN1C(=O)CCC2(CNC(=O)c3ccsc3)CCC=C12 (stereo not given)
  12-LOX inh: 4%

SMILES: COc1ccc(N2CC3CCC(C2)N3Cc2cccc(-c3ccc(F)cc3F)c2)cc1
  12-LOX inh: ?

SMILES: COc1cccc(-c2ccc(NC(=O)C3CCCN(C(=O)Cn4cncn4)C3)cc2)c1 (stereo not given)
  12-LOX inh: 12%

SMILES: O=C(NCCO)c1cccc(-c2ccc3nncn3c2)c1
  12-LOX inh: -5%

SMILES: COc1ccc(-c2cc3c(cn2)CN(Cc2cccnc2)CCN3)cc1OC
  12-LOX inh: ?

SMILES: Cn1c(=O)[nH]c(=O)c2c1nc(NCCCN1CCOCC1)n2Cc1ccc(F)cc1
  12-LOX inh: 14%

SMILES: CN1C(=O)C2(CCN(C(=O)c3ccn(C(C)(C)C)c3)CC2)c2ccccc21
  12-LOX inh: 4%

SMILES: O=C1NCCCCCN(C(=O)c2ccncc2)[C@H]2CCCC[C@@H]12
  12-LOX inh: 15%

SMILES: O=C(c1cncc(Br)c1)N1CCCC(Cc2nc(C3CCOCC3)no2)C1 (stereo not given)
  12-LOX inh: 23%

SMILES: O=C(O)CC1(O)C(=O)Nc2cc(Br)ccc21 (stereo not given)
  12-LOX inh: -1%

SMILES: CCC(=O)N1CCC(Cc2ccc(C(N)=O)cc2)CC1
  12-LOX inh: 31%

SMILES: CCC(C)(C)C(=O)N1CCC(C(=O)NC2CCCCCC2)CC1
  12-LOX inh: -19%

SMILES: Cc1ncoc1C(=O)N1CCCN(S(C)(=O)=O)C(c2ccccc2)CC(=O)NCC1 (stereo not given)
  12-LOX inh: 16%

SMILES: CCCNC(=O)c1cc(C2CCCCN2S(=O)(=O)c2cn(C)cn2)on1 (stereo not given)
  12-LOX inh: -4%

5 compounds drawn at random from the list so far:
SMILES: COc1ccc(N2CC3CCC(C2)N3Cc2cccc(-c3ccc(F)cc3F)c2)cc1
  12-LOX inh: ?

SMILES: Cc1nc(CCC(=O)N2CCc3c(nc(-c4ccccc4)[nH]c3=O)C2)n[nH]1
  12-LOX inh: 31%

SMILES: O=C(c1cccnc1)N1CCC2(COc3ncccc3[S+](=O)([O-])N2)C1 (stereo not given)
  12-LOX inh: -8%[6.33 µM]

SMILES: O=C(Cc1ccccc1)Nc1ccc([C@@H](O)[C@H]2COCC(=O)N2CC2CC2)cc1
  12-LOX inh: 6%[176 µM]

SMILES: COc1ccc(-c2noc([C@@H](C)NCC3CCCC3)c2C(=O)O)cc1
  12-LOX inh: ?

Given with the structure last: part of the list above
12-LOX inh	structure
14%	Cn1c(=O)[nH]c(=O)c2c1nc(NCCCN1CCOCC1)n2Cc1ccc(F)cc1
4%	CN1C(=O)C2(CCN(C(=O)c3ccn(C(C)(C)C)c3)CC2)c2ccccc21
15%	O=C1NCCCCCN(C(=O)c2ccncc2)[C@H]2CCCC[C@@H]12
23%	O=C(c1cncc(Br)c1)N1CCCC(Cc2nc(C3CCOCC3)no2)C1 (stereo not given)
-1%	O=C(O)CC1(O)C(=O)Nc2cc(Br)ccc21 (stereo not given)
31%	CCC(=O)N1CCC(Cc2ccc(C(N)=O)cc2)CC1

(continued)
SMILES: COc1ccc(C(=O)NC2CCN(c3cc(-c4cccs4)[nH]n3)CC2)cc1OC
  12-LOX inh: 28%

SMILES: CCOc1ccc(NC(=O)c2nn(Cc3ccccc3)c(=O)c3ccccc23)cc1OC
  12-LOX inh: 16%

SMILES: CCOc1ccc(CN2CCN(c3ncnc4sccc34)CC2)cc1
  12-LOX inh: 11%

SMILES: c1cnc(N2CCC3(CCCN3Cc3ccc(-c4ccn[nH]4)s3)CC2)nc1
  12-LOX inh: 2%

SMILES: Nc1nccnc1C(=O)NCC1Cc2ccccc2O1 (stereo not given)
  12-LOX inh: 9%

SMILES: O=C1N(Cc2ccc(Cl)cc2)CCCN1c1ccc(C(=O)N2CCc3ccccc32)cc1
  12-LOX inh: ?

SMILES: O=C(NCc1cccs1)c1cc(-c2ccncc2)nc2ccccc12
  12-LOX inh: 2%

SMILES: Cc1cccc(-c2nc3cc(NC(=O)c4cccs4)ccc3o2)c1
  12-LOX inh: 3%

SMILES: COc1ccc(CN2C(=O)C(CC(=O)NC3CCCC3)CC(C(=O)N(C)C)=C2C)cc1 (stereo not given)
  12-LOX inh: -48%

SMILES: Cc1ccc(SCC(=O)NC2(C#N)CCCCC2)nc1
  12-LOX inh: ?

SMILES: O=C(c1cccnc1)N1CCC2(CC1)COc1ccccc1NC2=O
  12-LOX inh: 35%[activator]

SMILES: CN1CCn2cnc(C(=O)NCc3ccccc3)c2C1=O
  12-LOX inh: -8%

SMILES: O=C1CCCCC(C(=O)N2CCOCC2)N1 (stereo not given)
  12-LOX inh: 38%[activator]

SMILES: COc1cc(OC)cc(-n2nc(C(=O)Nc3ccc4c(c3)OCCO4)c3ccccc3c2=O)c1
  12-LOX inh: 11%

SMILES: Cc1cccc(C)c1NC(=O)Nc1nc(CN(C)C)cs1
  12-LOX inh: ?

SMILES: OC1(c2csc(CN3CCOCC3)n2)CCN(CC2CCCCC2)CC1
  12-LOX inh: 9%[176 µM]

SMILES: C[C@@H]1CN([C@@H](C)CO)S(=O)(=O)c2ccc(Br)cc2O[C@@H]1CN(C)C(=O)C1CC1
  12-LOX inh: -3%

SMILES: COc1ccccc1-c1nc(-c2nnn3c2COC(c2ccc(C)cc2)C3)no1 (stereo not given)
  12-LOX inh: 28%

SMILES: CN(C)S(=O)(=O)N1CCC2(CCCN(Cc3ccc(F)c(F)c3)C2=O)C1 (stereo not given)
  12-LOX inh: 3%

SMILES: COc1cccc(C(=O)NCC(=O)NCc2ccc3cc(OC)ccc3c2)c1
  12-LOX inh: -3%

SMILES: O=C(C1CCCC1)N1Cc2ccccc2CC2(CCN(Cc3ccccn3)C2)C1 (stereo not given)
  12-LOX inh: 0%[6.33 µM]

SMILES: COc1ccc(-c2nc3cc(NC(=O)c4ccc(C)cc4)ccc3o2)cc1OC
  12-LOX inh: -19%

SMILES: Cc1ccc(OCC(O)Cn2cnc3sccc3c2=O)c(C)c1 (stereo not given)
  12-LOX inh: -3%

SMILES: COCc1ncc(CN2CCC(c3[nH]ncc3-c3ccccc3C)CC2)cn1
  12-LOX inh: 21%

SMILES: CNC(=O)c1cccc(-c2cnc3[nH]cc(CC(=O)N4CCC(OC)CC4)c3c2)c1
  12-LOX inh: 3%[176 µM]

SMILES: CCCNC(=O)Cn1nc(-c2ccccc2OC)ccc1=O
  12-LOX inh: -25%

SMILES: CCc1ccc(C(O)c2ncc(-c3ccccc3OC)[nH]2)cc1 (stereo not given)
  12-LOX inh: -3%

SMILES: O=C1CCN(C(=O)Cc2cccc(F)c2)CCOCCN1
  12-LOX inh: 24%

SMILES: CCC1(C)CC(CC(=O)OC(C)CN(C)C)(c2ccccc2)CCO1 (stereo not given)
  12-LOX inh: ?

SMILES: CN(CC(=O)Nc1cccc(S(=O)(=O)N(C)c2ccccc2)c1)Cc1cccs1
  12-LOX inh: 3%

SMILES: Cc1ccnc(SC2CC(=O)N(c3ccccc3)C2=O)n1 (stereo not given)
  12-LOX inh: ?

SMILES: COc1ccc(CNC(=O)[C@@H]2Cc3nc[nH]c3CN2Cc2ccc(CO)o2)cc1
  12-LOX inh: 101%[activator][176 µM]

Copied from the entries so far (3 entries):
SMILES: CN(CC(=O)Nc1cccc(S(=O)(=O)N(C)c2ccccc2)c1)Cc1cccs1
  12-LOX inh: 3%

SMILES: Cc1ccnc(SC2CC(=O)N(c3ccccc3)C2=O)n1 (stereo not given)
  12-LOX inh: ?

SMILES: COc1ccc(CNC(=O)[C@@H]2Cc3nc[nH]c3CN2Cc2ccc(CO)o2)cc1
  12-LOX inh: 101%[activator][176 µM]

Screening data (PubChem)
